Artemis endo inh = Artemis (human) endonuclease inhibition | Q96SD1 | recombinant Artemis, quenched FAM hairpin cleavage fluorescence | inhibition, % at 10 µM | actives 0.78% (n = 30,000);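 active means at 10 µM dose, at least 30% inhibition, measured as corrected fluorescence normalized to stimulator and neutral control wells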
Target sequence (Q96SD1 whole entry, looked up): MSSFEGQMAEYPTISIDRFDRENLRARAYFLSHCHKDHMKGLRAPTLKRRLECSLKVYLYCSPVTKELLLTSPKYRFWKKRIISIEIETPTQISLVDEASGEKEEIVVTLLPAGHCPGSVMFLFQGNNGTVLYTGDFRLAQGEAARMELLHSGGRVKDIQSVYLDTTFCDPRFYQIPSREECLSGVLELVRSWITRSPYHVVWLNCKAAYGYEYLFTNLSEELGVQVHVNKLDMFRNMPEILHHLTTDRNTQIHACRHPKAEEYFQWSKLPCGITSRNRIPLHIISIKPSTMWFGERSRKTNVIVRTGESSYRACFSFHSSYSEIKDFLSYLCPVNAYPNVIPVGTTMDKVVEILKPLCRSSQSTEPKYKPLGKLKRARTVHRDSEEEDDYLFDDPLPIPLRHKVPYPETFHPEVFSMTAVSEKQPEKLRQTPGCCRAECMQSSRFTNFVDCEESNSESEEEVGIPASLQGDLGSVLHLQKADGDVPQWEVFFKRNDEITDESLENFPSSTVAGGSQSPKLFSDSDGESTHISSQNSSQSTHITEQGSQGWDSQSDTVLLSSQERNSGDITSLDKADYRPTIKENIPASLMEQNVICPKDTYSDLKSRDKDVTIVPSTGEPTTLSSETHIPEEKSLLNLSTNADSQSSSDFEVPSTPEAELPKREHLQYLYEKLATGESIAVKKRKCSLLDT
An asterisk follows results filed as active. An excerpt; the hit share may differ from the screen's.

Compound,Artemis endo inh
CCOCCCNC(=O)CN(Cc1ccc(Cl)cc1)S(C)(=O)=O,-3
CC(C)c1nc2sc3c(SCC(=O)NCc4ccco4)ncnc3c2c2c1CCC2,29
CCOC(=O)c1ccc(NC(=O)NS(=O)(=O)c2ccc(C)cc2)cc1,-6
COc1ccc(Cl)cc1NC(=O)Nc1cccc([N+](=O)[O-])c1C,-3
CCOC(=O)c1c(C)[nH]c(C(=O)Cn2c(=O)oc3ccccc32)c1C,-9
Cc1cccc(NC(=O)CCc2ccc(S(=O)(=O)NC3CCCCC3)cc2)c1,3
CN1c2ccccc2-c2nc3ccccc3n2C1c1ccncc1 (stereo unspecified),5
COc1cc(C)nc(NS(=O)(=O)c2ccc(C)cc2)n1,-9
Cc1cc(Cl)cc(Br)c1OCCNCC(C)O (stereo unspecified),31*
COc1ccc(CCNc2c(N)n(Cc3ccccc3)c(=O)[nH]c2=O)cc1OC,3
O=C(COc1ccc(Cl)cc1Cl)NC1CCSC1=O (stereo unspecified),4
O=C(CC(c1ccccc1)c1cc(Br)ccc1O)NCc1ccco1 (stereo unspecified),-1
CCOCCCNS(=O)(=O)c1ccc(OC)c(Cl)c1Cl,-6
NC(=O)C1(N2CCCCC2)CCN(C2CC(=O)N(CCc3ccccc3)C2=O)CC1 (stereo unspecified),-7
COc1ccc(NC(=O)CSc2nc3c(cc2C#N)CN(C)CC3)cc1,37*
CCCc1nnc(SCc2ccc(C(=O)OC)o2)n1N,0
CCc1nnc(NC(=O)NC(C)(C)C)s1,-7
Cc1cc(NC(=O)Nc2ccccc2)n(-c2ccccc2)n1,-2
O=C(NS(=O)(=O)c1ccccc1)c1ccccc1F,7
CN(C)S(=O)(=O)c1cccc(C(=O)Nc2cc(Cl)ccc2O)c1,-7

The final 2 records of the part before are carried over, then new ones follow.
Compound,Artemis endo inh
O=C(NS(=O)(=O)c1ccccc1)c1ccccc1F,7
CN(C)S(=O)(=O)c1cccc(C(=O)Nc2cc(Cl)ccc2O)c1,-7
CCOC(=O)c1cnc2nc(Cc3ccccc3)[nH]n2c1=O,-10
Cc1cc(NCCO)nc(-n2nc(C)cc2C)n1,-7
CCCS(=O)(=O)N1CCC(C(=O)NC2CCCC(C)C2C)CC1 (stereo unspecified),-3
Cc1cccc(-c2nnc(N)s2)c1,8
CCOC(=O)c1ccc(COC(=O)c2cc(=O)[nH]c3ccccc23)o1,-3
CN(C(=O)Cn1nnc(-c2cccc(C(F)(F)F)c2)n1)C1CCCCC1,3
COc1ccc(Cl)cc1C(=O)NC(=S)Nc1cc(-c2nc3ccccc3[nH]2)ccc1C,7
CNC(=O)CN(C)S(=O)(=O)c1ccc(OC)c(Cl)c1,-6
C=CCn1c(COc2ccccc2)nnc1SCC(=O)NCC(=O)OCC,4
O=C1C2ON(c3ccc(Cl)cc3)C(c3ccco3)C2C(=O)N1c1ccccc1 (stereo unspecified),4
COc1ccc2c(c1)C(C)=CC(C)(C)N2C(=O)CN1C(=O)CCC1=O,-3
Cc1cc(CSc2ccccc2)ccc1NC(=O)COc1ccccc1,5
CC1CC(C)CN(C(=O)Cn2c(SCC(=O)N3CCc4ccccc4C3)nc3ccccc32)C1 (stereo unspecified),5
Cc1ccc(S(=O)(=O)NCCC(=O)Nc2nnc(C)s2)cc1,-7
O=C(c1ccco1)N1CCN(C(=O)c2ccc(Cn3cc(Br)cn3)o2)CC1,0
O=C(CN1C(=O)c2ccccc2S1(=O)=O)c1ccccc1,-5
Cn1c(SCC(=O)N2CCCc3ccccc32)nc2ccccc2c1=O,3
c1ccc(Nc2nc(-c3ccncc3)cs2)cc1,-2
CN(C)c1nc(SCc2ccc(Cl)cc2)nc2c1CCCC2,2
Cc1ccccc1OCC(O)CN (stereo unspecified),-6

Filtered by structure, the entries above with two or more sulfur atoms.
Compound,Artemis endo inh
CC(C)c1nc2sc3c(SCC(=O)NCc4ccco4)ncnc3c2c2c1CCC2,29
Cc1ccc(S(=O)(=O)NCCC(=O)Nc2nnc(C)s2)cc1,-7

Additional records:
Compound,Artemis endo inh
CCCOC(=O)Cn1c(=O)c2cc3c(=O)n(CC(=O)OCCC)c(=O)c3cc2c1=O,-1
CCSCCC(NC1=CC(=O)CC(C)(C)C1)C(=O)O (stereo unspecified),2
CCCOC(=O)C1[C@H]2C(=O)N(C(C)c3ccc(OC)cc3)C[C@]23C=C[C@H]1O3 (stereo partly specified),14
COCCn1c(SCC(=O)NC(=O)NCc2ccccc2)nc2ccccc21,4
COc1cccc(C(=O)Nc2c3c(nn2-c2cccc(C)c2C)CS(=O)C3)c1OC (stereo unspecified),0
CSc1nc2nccc(-c3ccc(-c4ccccc4)cc3)n2n1,0
CCN(CC)S(=O)(=O)c1ccc2oc(Nc3ccc4c(c3)OCCO4)nc2c1,-2
CCN(C(=O)c1ccc(NC(C)=O)cc1)c1ccccc1C,-3
COc1cc(/C=N\Nc2ccc([N+](=O)[O-])cc2)ccc1OCC(=O)Nc1ccc(C)c(C)c1,6
Cc1nnsc1C(=O)Nc1ccc(Cl)cc1Cl,-3
O=C1CC(c2ccccc2)CC(O)=C1C=NCC1CCCO1 (stereo unspecified),-11
CCC(=O)NC(O)C(=O)c1ccc(C)cc1 (stereo unspecified),-3
Cc1ccc(C2=CSC3=NCCN23)c(C)c1,-1
CCSc1ncc(C#N)c(=O)[nH]1,-12
N#Cc1cn(CCCOc2ccccc2)c2ccccc12,1
CCN1CCN(c2ncc(C(=O)Nc3ccccc3C(=O)OC)c3ccccc23)CC1,-3
c1ccc(-c2noc(C34CC5CC(CC(C5)C3)C4)n2)nc1,-2
COc1ccc(S(=O)(=O)N(Cc2ccc(OC)c(OC)c2)Cc2ccco2)cc1,0
CC1(C)CC(=O)c2cnc(NCC3CCCO3)nc2C1 (stereo unspecified),5
O=C(NCCc1ccccc1)C1CCN(S(=O)(=O)c2ccc(-n3cnnn3)cc2)CC1,-2

Remaining list, next part
Compound,Artemis endo inh
Cc1nc(N2CCOCC2)c(C#N)c(C)c1Br,-2
N=c1n(Cc2ccccc2)c2ccccc2n1CC(O)c1ccco1 (stereo unspecified),3
Cc1ccc2cc(CN(Cc3ccco3)C(=O)c3cccs3)c(=O)[nH]c2c1,5
Cc1ccc(C2CC(=O)c3cnc(NC(=O)c4ccco4)nc3C2)cc1 (stereo unspecified),5
COC(=O)CCSc1cc([N+](=O)[O-])cc2c1c(C1OCCS1)nn2-c1ccccc1 (stereo unspecified),-5
Cc1cccc(-c2onc3ccc(C4(C)OCCO4)cc23)c1,6
CC(C)N(Cc1nc(-c2ccccc2)no1)C(=O)c1ccc(Br)o1,9
O=C(NCc1ccncc1)C1CCCN(S(=O)(=O)Cc2ccccc2)C1 (stereo unspecified),2
CCN(CC)Cc1csc2ccc(Br)cc12,6
COc1cccc(-c2cc(C(=O)N/N=C/c3ccc(OC)c(COC(C)=O)c3)c3ccccc3n2)c1,9
OC1(c2cccc(C(F)(F)F)c2)CCN(Cc2nnnn2CCc2ccccc2)CC1,-3
O=C(NCCc1cccc(F)c1)[C@@H]1CSC2c3ccccc3C(=O)N21 (stereo partly specified),7
CCCc1nc2c(=O)n(C)c(=O)[nH]c2n1CCC,9
O=C(Nc1nccs1)C1C2/C=C\CCCCC21 (stereo unspecified),-8
Cc1cccc(NC(=S)NC(=O)/C=C/c2ccco2)n1,-2
C=CCn1c(SCC(=O)c2ccccc2)nnc1-c1cc2ccccc2o1,13
CCOC(=O)c1c(N)sc2c1CCC1C(=O)N(C3CCCCC3)C(=O)C21 (stereo unspecified),22
COc1ccc(C(=O)Nc2nc(C)c(C)s2)cc1OC,3
O=C(Nc1cc(S(=O)(=O)N2CCOCC2)ccc1O)c1ccco1,-1
CC(=O)NCCOc1c(C)cc(S(N)(=O)=O)cc1C,-4

The listing continues.
Compound,Artemis endo inh
CCOc1ccccc1NC(=O)CCC(=O)Nc1ccc2nc(N3CCN(C)CC3)cc(C)c2c1,6
O=C(CSc1nnnn1C1CC2CCC1C2)Nc1ccnc2ccccc12 (stereo unspecified),10
CN(Cc1ccccc1)C(=O)c1cccc(NC(=O)c2ccco2)c1,-14
CCn1c(=O)c(-[n+]2ccccc2)c(O)c2ccccc21,2
CCc1ccc2[nH]c(=O)c(CN(CCN3CCOCC3)C(=O)Nc3ccccc3F)cc2c1,6
CCCC(=O)C1=C(O)C(C(=O)OC)C(C)(C)CC1=Nc1cccc2ccccc12 (stereo unspecified),2
Cc1cccc(N2CCN(C(=O)Cc3ccc(Br)cc3)CC2)c1C,9
COc1cc(C(C#N)N2CCCCC2)ccc1O (stereo unspecified),-4
Cc1ccccc1OCC(=O)Nc1ccccc1CO,5
Cc1c(C(=O)O)oc2c3c(ccc12)OCCO3,-6
COc1ncnc2c1N[C@@](C)(O)c1c(F)c(F)c(F)c(F)c1S2,-4
CSc1ccccc1NC(=O)c1cccs1,0
Cc1nc2cc(C(=O)O)ccc2n1-c1ccc(F)cc1F,8
O=C(NNC(=O)c1sccc1-n1cccc1)c1cccc(Cl)c1,-1
O=C(NCc1nc2ccccc2[nH]1)c1ccc(Cl)c(S(=O)(=O)N2CCCC2)c1,-5
Cc1cc2c(NCC(C)O)ncnc2s1 (stereo unspecified),-3
COc1ccc2ccc3c(c2c1)N=C[C@]1(O3)N(C)c2ccccc2C1(C)C,1
CCNC(=O)NC(=O)COC(=O)CCCSc1nc2ccccc2[nH]1,-3
COc1cc(CC(=O)O)c(C(C)=O)cc1OC,-4
O=C(Oc1ccc(Cl)c2ccccc12)N1CCCCC1,0

Overlap with the part before: 5 entries; new compounds follow.
Compound,Artemis endo inh
Cc1cc2c(NCC(C)O)ncnc2s1 (stereo unspecified),-3
COc1ccc2ccc3c(c2c1)N=C[C@]1(O3)N(C)c2ccccc2C1(C)C,1
CCNC(=O)NC(=O)COC(=O)CCCSc1nc2ccccc2[nH]1,-3
COc1cc(CC(=O)O)c(C(C)=O)cc1OC,-4
O=C(Oc1ccc(Cl)c2ccccc12)N1CCCCC1,0
COC(=O)C1=C(O)/C(=C\c2ccc(CNC(=O)C(=O)Nc3ccc(C)cc3)o2)N=C1C,29
Cc1cc(=O)c(C(=O)O)cn1Nc1ccc(Cl)cc1,-4
Cc1ccc(S(=O)(=O)/N=C(/NC(=S)Nc2cccc(C)c2)c2ccccc2)cc1,14
CCOC(=O)c1sc(Nc2ccc(C)cc2C)nc1C,6
CC(NC(=O)OC(C)(C)C)C(=O)Oc1ccc2ccc(=O)oc2c1 (stereo unspecified),-8
CC(=O)OC1CCC2(C)C(COc3ccc4ccc(=O)oc4c3)C(C)(O)CCC2C1(C)C (stereo unspecified),1
CCOC(=O)c1cccc(NC(=O)C(NS(=O)(=O)c2ccc3c(c2)CCN3C(C)=O)C(C)C)c1 (stereo unspecified),3
O=C1CC(c2ccco2)c2ccc3ccccc3c2N1 (stereo unspecified),2
CCOc1ccc(OCC)c(S(=O)(=O)NCCCN2CCOCC2)c1,1
COc1ccc2[nH]c3nc(SC(C)C)nnc3c2c1,-5
COc1cccc(/C=C2/SC(=O)N(CC(=O)N3CCc4ccccc4C3)C2=O)c1OCC(=O)O,13
CCc1nc(CNC(=O)c2cc(OC)c(OC)c(OC)c2)no1,2
COc1ccc(C(=O)O)cc1S(=O)(=O)NCCCN1CCCC1=O,-4
O=C1C(Cl)=C(N2CCN(Cc3ccccc3)CC2)C(=O)N1Cc1ccccc1,15
CCCCNC(=O)CSc1nc2ccc(NC(=O)CSc3nnc(COc4ccccc4C)n3C)cc2s1,2
O=C(CSc1nnc(CNC(=O)c2ccccc2F)o1)Nc1ccc2c(c1)OCCO2,0
Cc1cccc(-n2c(SCC(=O)N3CCCC3)nnc2-c2ccccn2)c1C,-6
c1ccc(-c2nc3ccccc3nc2N2CCOCC2)cc1,-4
Cc1cc(NC(=O)CCN2C(=O)C3C4C=CC(C4)C3C2=O)c2ccccc2n1 (stereo unspecified),-6
O=C(CCc1ccc(S(=O)(=O)NC2CCCCC2)cc1)NCc1ccccc1,-9

Overlap with the part before: 2 compounds, then new ones.
Compound,Artemis endo inh
Cc1cc(NC(=O)CCN2C(=O)C3C4C=CC(C4)C3C2=O)c2ccccc2n1 (stereo unspecified),-6
O=C(CCc1ccc(S(=O)(=O)NC2CCCCC2)cc1)NCc1ccccc1,-9
Clc1cccc(Cl)c1CSc1nnc(-c2sccc2-n2cccc2)o1,-1
Cc1cccc(N2CCN(c3cc(C)nc4nnnn34)CC2C)c1 (stereo unspecified),4
CCn1c(C(O)c2cccc(OC)c2OC)nc2ccccc21 (stereo unspecified),-3
Cc1ccc(OCC(=O)c2cc(C)c(C)cc2C)c([N+](=O)[O-])n1,-3
O=C(NNS(=O)(=O)c1ccc(Cl)cc1)NC1CCCCC1,-3
CCC1(CC)C(=O)C(C)(C)C(=O)OC1c1ccccn1 (stereo unspecified),-4
O=C(CSc1ncnc2c1nnn2-c1ccc(F)cc1)NCc1ccco1,-1
CCOC(=O)c1cc(-c2ccc(C)o2)nn1CCC#N,-5
CCOc1ccc(Br)cc1-c1noc(-c2cccs2)n1,-6
Cc1cc2cc(CN(CC3CCCO3)C(=O)c3cnccn3)c(=O)[nH]c2cc1C (stereo unspecified),3
CC1(C)Oc2ccc3ccc(=O)oc3c2/C(=C/NCCO)C1=O,-1
C/C(=N\OC(=O)c1ccccc1)c1cc(-c2ccc(Cl)cc2)no1,-10
Cc1ccc(/C=C/C2=NN(Cc3ccccc3Cl)C(=O)CC2)cc1,-3
N/C(=N\OC(=O)Cc1ccc(Cl)cc1)c1ccccn1,-4
O=C(NCc1ccccn1)c1ccc(CS(=O)(=O)Cc2ccc(Cl)cc2)o1,-4
CCOc1ccc(C2NC(=O)C(C#N)=C(S)N2c2ccc(C)cc2)cc1OC (stereo unspecified),27
